OX1R antagonist – OX1R (HCRTR1) antagonists, primary screen, fluorescence, CHO/OX1R cells, Fluo-8 calcium, orexin A; Orexin/Hypocretin receptor type 1 (Homo sapiens), O43613; Fluo-8 calcium fluorescence; inhibition, % at 5 µM; actives 0.43% (n = 330,000);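 active = inhibition above its plate's threshold, mean inhibition of all tested compounds on the plate plus 3 SD, cut at about 37% in these data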;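 also: 0% = orexin A challenge wells and 100% = SB-334867-A antagonist wells; not every result past the cut was called active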
Target sequence (O43613 whole entry, looked up): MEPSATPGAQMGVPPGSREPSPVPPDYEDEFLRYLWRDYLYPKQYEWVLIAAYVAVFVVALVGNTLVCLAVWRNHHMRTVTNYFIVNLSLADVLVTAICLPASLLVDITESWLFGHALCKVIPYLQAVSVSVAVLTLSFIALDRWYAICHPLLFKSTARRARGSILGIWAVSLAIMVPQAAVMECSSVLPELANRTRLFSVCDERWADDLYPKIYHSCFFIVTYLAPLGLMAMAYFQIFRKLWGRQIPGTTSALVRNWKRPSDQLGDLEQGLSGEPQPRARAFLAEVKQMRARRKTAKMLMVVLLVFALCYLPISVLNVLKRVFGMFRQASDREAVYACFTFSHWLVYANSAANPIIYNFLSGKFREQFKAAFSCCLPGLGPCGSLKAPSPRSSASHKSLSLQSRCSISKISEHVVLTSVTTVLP
CHT PAM – CHT positive allosteric modulators, primary screen, cell-based, membrane potential dye, choline EC20 | High affinity choline transporter 1 (Homo sapiens), Q9GZV3 | CHT-expressing cells; hits give high values; LV-AA mutant CHT in HEK293 cells | B-score at 10 µM | actives 0.49% (n = 310,000) | AID 488977, 2010;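 active = initial fluorescence not abnormally high and integrated response B-score, plate-corrected, over 3 SD above library mean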
Target sequence (Q9GZV3 whole entry, looked up): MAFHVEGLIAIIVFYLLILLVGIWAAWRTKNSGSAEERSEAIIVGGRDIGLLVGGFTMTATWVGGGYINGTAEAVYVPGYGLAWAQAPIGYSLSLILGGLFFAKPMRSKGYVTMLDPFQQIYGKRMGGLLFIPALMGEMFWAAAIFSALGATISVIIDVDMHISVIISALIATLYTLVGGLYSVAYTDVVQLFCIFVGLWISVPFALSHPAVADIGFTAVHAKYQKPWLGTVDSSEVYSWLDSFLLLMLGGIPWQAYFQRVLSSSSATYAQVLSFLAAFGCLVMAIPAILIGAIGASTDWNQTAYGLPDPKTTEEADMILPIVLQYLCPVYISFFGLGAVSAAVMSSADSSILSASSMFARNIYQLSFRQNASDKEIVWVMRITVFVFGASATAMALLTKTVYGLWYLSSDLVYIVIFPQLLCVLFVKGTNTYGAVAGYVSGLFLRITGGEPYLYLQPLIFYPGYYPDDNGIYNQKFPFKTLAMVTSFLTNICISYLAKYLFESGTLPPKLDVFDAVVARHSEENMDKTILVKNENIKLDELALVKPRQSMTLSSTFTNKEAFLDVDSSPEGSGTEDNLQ
The depositor's hits bear a star; i = inactive; x = not tested or not shown. This is a random part of the collection. Share with any hit: about 0.83%.

SMILES | OX1R antagonist | CHT PAM
O=C(CSc1cccc[n+]1[O-])c1ccc(Cl)cc1 | -18.4 | i
Cc1ccc(-c2nnc(N3CCN(C(=O)c4cccs4)CC3)c3ccccc23)cc1 | -17.2 | i
COc1ccc(Cn2nnc(C(=O)Nc3ccc(F)cc3)c2N)cc1 | -18.5 | i
Cc1ccccc1C(=O)N1CCN(c2ccccn2)CC1 | -8.5 | i
COc1cc2c(C#CCO)c(-c3ccc(C#N)cc3)oc(=O)c2cc1OC | -13.4 | x
COC(=O)C(N)Cc1ccc(O)c(O)c1 (stereo not drawn) | -18.8 | i
CCOc1ccc2c(c1)-c1c(ssc1=S)C(C)(C)N2C(=O)CSC1=NCCS1 | -23.4 | i
O=C(NN=C1CCCCCCC1)C(=O)NC1CCCCC1 | 6.9 | i
COc1ccc(OC)c(N(C(=O)c2ccco2)C(C(=O)NC2CCCC2)c2cc(OC)c(OC)c(OC)c2)c1 (stereo not drawn) | -15.5 | i
CCN(CC(=O)NC1CCS(=O)(=O)C1)C(=O)c1ccc(OC)c([N+](=O)[O-])c1 (stereo not drawn) | -11.9 | x
c1ccc(-c2cc3nccc(-c4ccccn4)n3n2)cc1 | -5.3 | i
CCCCCC(=O)Nc1cc2[nH]c(=O)cc(COC)c2cc1C | -16.4 | i
CCCCOc1ccc(C(=O)N/C(=C\c2ccc(OC)cc2)C(=O)OCc2ccco2)cc1 | -7.5 | i
Cc1ccccc1CSc1nnc(CCCCCNC(=O)OC(C)(C)C)o1 | -29.5 | i
COc1cccc(NC(=O)c2ccc3c(c2)CCN3S(C)(=O)=O)c1 | -5.5 | i
COCOc1ccc(-c2oc3c(C/C=C(\C)CCC=C(C)C)ccc(O)c3c(=O)c2OCOC)c(OCOC)c1 | -2.9 | i
CC[C@]12c3[nH]c4ccc(OC)cc4c3CCN1C(=O)C(CC(=O)NC/C=C(\C)CCC=C(C)C)C[C@@H]2C(=O)N1CCN(C(=O)c2ccco2)CC1 (stereo partly drawn) | -7.5 | x
Cc1ccc(C)c(N2CC(C(=O)Nc3cc(C)on3)CC2=O)c1 (stereo not drawn) | -5.5 | i
O=C(OCn1nnc2ccccc2c1=O)c1cccnc1 | -9.3 | i
Cc1[nH]nc(N2CCCCC2)c1[N+](=O)[O-] | -13.9 | i
CN(c1ccc(O)cc1)c1nc(-c2cccs2)cs1 | 6.5 | i
c1ccc(-c2ccc(-n3ccnc3)cc2)cc1 | -0.5 | i
Cc1ccc(NC(=S)c2nc3ccccc3s2)cc1 | -11.5 | i
O=C(CCc1ccccc1)c1nnc(-c2ccccc2)o1 | -28.9 | i
CN(CC(=O)NCc1ccccn1)S(=O)(=O)c1cc(Cl)ccc1Cl | 7.3 | i
O=C(Nc1ccc(N2CCOCC2)c(Cl)c1)c1cccnc1 | -10.4 | i
COCCCn1c(=O)c2sccc2n2c(CCCC(=O)NCc3ccc(OC)cc3)nnc12 | -6.5 | i
COc1ccc(C(O)C(CC(=O)NCCCOC(C)C)C(=O)NCCCOC(C)C)cc1OC (stereo not drawn) | -13.1 | i
Cc1cc(=O)n2c(n1)OC(CO)C2 (stereo not drawn) | 0.4 | i
NC(=O)C1CCCN(Cc2c(C(=O)N3CCc4ccccc4C3)nc3ccc(Cl)cn23)C1 (stereo not drawn) | -11.1 | i
COc1ccccc1N1C(=O)CCC1(C#N)c1ccc(Br)cc1 (stereo not drawn) | -14.7 | i
CN(C)c1ccc(C=Nc2ccccc2C(N)=O)cc1 | 4.9 | i
CC(=O)c1ccc(NC(=O)C(Cc2ccccc2)NC(=O)c2ccco2)cc1 (stereo not drawn) | -28.9 | i
Cc1ccc(NC(=O)CSc2ncn(-c3ccccc3)n2)cc1C | -22.5 | i
CN(Cc1c(F)cccc1Cl)C(=O)c1ccc(NC(=O)CC2SC(N3CCCC3)=NC2=O)cc1 (stereo not drawn) | -22.0 | i
CCOC(=O)N1CCN(C(=O)/C(=C/c2ccc(OC)c(OC)c2)NC(=O)c2ccccc2)CC1 | -29.9 | i
COc1ccc(-c2csc(NC(=O)CSc3ncn[nH]3)n2)cc1OC | -10.1 | i
CCOCCCn1c(=S)[nH]c2cc(C(=O)N3CCN(c4ccccc4)CC3)ccc2c1=O | -19.7 | i
CC(C)CCn1c(=O)c2ccccc2n2c(CCC(=O)NCC3CCCO3)nnc12 (stereo not drawn) | -30.6 | i
N#Cc1ccsc1NC(=O)c1cccc([N+](=O)[O-])c1 | -5.2 | i
COc1ccc(S(=O)(=O)N2CCOCC2)cc1NC(=O)CSc1nnc2c(n1)[nH]c1ccccc12 | -18.1 | i
CCOc1c(Cl)cc(C2NC(=O)NC(C)=C2C(=O)NCc2ccccc2)cc1OC (stereo not drawn) | -17.6 | i
COc1ccc(C(=O)N2CCCC(CCC(=O)NCc3ccccc3F)C2)c(OC)n1 (stereo not drawn) | -12.0 | i
CC1CCCN(CCCOc2ccc([N+](=O)[O-])cc2)C1 (stereo not drawn) | -20.9 | i
CC(C)c1ccc(NC(=O)C(c2ccccc2)N2CCOCC2)cc1 (stereo not drawn) | -18.6 | i
Cc1ccc(-n2cnnn2)cc1Cl | -9.9 | i
CC(C)(C)NC(=O)NC(=O)CN1CCCc2ccccc21 | -21.9 | i
CC(=O)Nc1ccc(S(=O)(=O)NCCC(=O)N2CCCCC2)cc1 | -10.7 | i
C=C1CCC2[C@](C)(CO)[C@H](O)CC[C@@]2(C)[C@@H]1/C=C/C1=CCOC1=O (stereo partly drawn) | -7.3 | i
CCOC(=O)N1CCC(NC(=O)CSCc2nc(-c3cccc(OC)c3)oc2C)CC1 | -42.0 | i
N#Cc1c2ccccc2nc2ccccc12 | 9.1 | i
O=[N+]([O-])c1c(NCCCO)cc(Sc2nc3ccccc3s2)c2nonc12 | 54.2* | i
CC(C)(C)C(=O)CSc1ncnc2c1cnn2Cc1ccccc1 | -10.6 | i
Cc1cccc(NC(=O)CC23CC4CC(C2)CC(n2nnc(C)n2)(C4)C3)c1 | -8.1 | i
CC(NC(=O)CCSCCC(=O)NC(C)c1ccccc1)c1ccccc1 (stereo not drawn) | -25.0 | i
CC12CCC(C/C1=N/O)C2(C)C (stereo not drawn) | -5.4 | i
O=C(CN1CCN(Cc2ccc(Cl)cc2)C1=O)NCCN1CCCC1 | -8.3 | i
CN(C)c1c([N+](=O)[O-])cc2[nH]c(=O)[nH]c2c1[N+](=O)[O-] | 8.8 | i
Cc1nn(Cc2ccc(Cl)cc2)c(Cl)c1/C=N/NC(=O)c1cccnc1 | -32.2 | i
O=C(CSc1nnc(-c2ccco2)n1-c1ccccc1)NCC1CCCO1 (stereo not drawn) | -15.0 | i
(further entries)
SMILES | OX1R antagonist | CHT PAM
COc1ccc(-c2cc3ccccc3oc2=O)cc1NC(=O)c1cccnc1 | -39.5 | i
Cc1cc(C)c(-c2cc(NC(=O)CSc3n[nH]c(N)n3)n(-c3ccccc3)n2)cc1C | -16.5 | i
Cc1onc(-c2ccccc2Cl)c1C(=O)N1CCN(c2ccccc2)CC1 | -5.1 | i
Cc1cc(C(=O)N2CCN(S(C)(=O)=O)CC2)cs1 | -2.2 | i
N#Cc1nc(COc2cccc(Cl)c2)oc1NCc1ccco1 | -22.2 | i
O=C(CC(c1ccccc1)c1ccccc1)Nc1ncn[nH]1 | -14.9 | i
COc1ccc(C(=O)CCC(=O)Nc2cccnc2)cc1OC | -13.2 | i
Cc1noc(C)c1COC(=O)C1CCN(S(=O)(=O)c2ccc(F)cc2)CC1 | -12.8 | x
O=C(CN1CCN(Cc2ccccc2)CC1)NNC(=O)c1ccccc1 | 9.0 | x
Cn1c(COc2ccccc2)nnc1SCC(=O)NC1CCCC1 | 19.4 | i
CC1CCN(C(=O)COc2ccc3ccccc3c2Br)CC1 | -41.7 | i
CNC(=S)Nc1cccc2[nH]ncc12 | -4.4 | i
COc1cccc(/C=C/C(=O)NCc2ccc3c(c2)OCO3)c1 | -6.9 | i
Cc1ccc(-c2csc(Nc3ccccn3)n2)cc1 | -23.3 | i
Cc1ccc(S(=O)(=O)N2CN(Cc3ccco3)c3nc4ccccc4nc32)cc1C | -22.0 | i
O=C(NNC(=O)c1cc([N+](=O)[O-])ccc1Cl)c1cccnc1 | x | i
COc1cccc(OCc2nnc(SCC(=O)N3c4ccccc4Sc4ccc(Cl)cc43)o2)c1 | -14.2 | i
Cc1ccc2c(n1)CC(C)(C)C/C2=N\O | -9.1 | i
Cc1ccc(-n2c(Cc3cccn3C)nnc2SCC(=O)NCc2ccc3c(c2)OCO3)cc1 | -26.1 | i
CCN(Cc1ccncc1)C(=O)c1cc(COc2ccc(F)cc2Cl)on1 | -19.2 | i
Cc1c(NC(=O)c2cnn3c2NC(c2ccccc2)CC3C(F)(F)F)c(=O)n(-c2ccccc2)n1C (stereo not drawn) | -11.0 | i
O=C(O)CS/C(=C\c1ccc(F)cc1)c1nc2ccccc2s1 | -16.8 | i
COc1cccc(NC(=O)N2C3CCCC2CC(NC(=O)C(C)(C)C)C3)c1 (stereo not drawn) | -10.1 | i
CC(C)(C)OC(=O)NCCCC[C@H](NC(=O)c1[nH]cnc1C(=O)N[C@@H](Cc1ccccc1)C(=O)OC(C)(C)C)C(=O)OC(C)(C)C | -25.5 | i
Brc1ccc2c(c1)CN1CCCC1=N2 | -26.8 | i
O=[N+]([O-])c1ccc(Nc2ccccc2)nc1 | -12.4 | i
O=C(Cn1nnc(N2CCCC2)n1)N/N=C/c1ccc(Cl)cc1 | -17.5 | i
CC(=O)Nc1cc(C(F)(F)F)ccc1Oc1cccc(Br)c1 | -5.5 | i
CCOC(=O)c1ccc(N2CCCCC2)c(NS(=O)(=O)c2cccc(C(F)(F)F)c2)c1 | -54.6 | i
CC1(C)CC(NC(=O)c2ccccc2F)CC(C)(C)N1 | -19.5 | i
O=C1CN2Cc3c(ccc(Cl)c3Cl)N=C2N1 | -13.7 | i
Cc1cc(C)nc(/N=C(/NC(=O)c2ccccc2)Nc2ccccc2)n1 | -21.7 | i
COc1cc(NC(=O)CCS(=O)(=O)c2ccc3nc(C)sc3c2)cc(OC)c1OC | -13.3 | i
CN1CCOCCOCCN(C)C1=O | -9.7 | i
COc1ccccc1CC(=O)NC1CCC(C)CC1 (stereo not drawn) | -4.1 | i
CNc1nc2c(-c3ccc(Cl)cc3)nnn2c2ccccc12 | -16.1 | i
CCCCOc1ccc(CSc2nncn2N)cc1 | -8.1 | i
COc1cccc(-c2nc(N3CCN(c4ccccc4)CC3)c3ccccc3n2)c1O | -10.9 | i
CCOc1ccc(S(=O)(=O)N(CC)CC(=O)N2CCCC2)cc1C | -4.9 | i
CCOC(=O)c1ccc(N/C=C\C(=O)c2cccc(OC)c2)cc1 | -15.4 | i
CCCCCc1cc(=O)oc2c(C(CCN3CCCC3)c3ccc(N(C)C)cc3)c(OC)cc(OC)c12 (stereo not drawn) | -11.9 | i
O=C1CC(c2ccccc2)C(C(=O)O)N1 (stereo not drawn) | -19.0 | i
O=C1CCC(C(=O)Nc2cccc(C(F)(F)F)c2)N1 (stereo not drawn) | 2.9 | i
CCCc1nc2ccccc2c(=O)n1/N=C/c1c(C)[nH]n(-c2ccc(C)cc2)c1=O | -21.3 | i
Cc1nc(-c2ccc(Cl)cc2)sc1C1(C)CC(c2cccc([N+](=O)[O-])c2)=NO1 (stereo not drawn) | -12.2 | i
COc1ccc(-c2nnc(SCC(=O)Nc3ccc(Cl)cc3)n2C)cc1 | -36.0 | i
COc1ccc(N(CC(=O)NC2CCCC2)C(=O)CCC(=O)Nc2cc(C)on2)cc1OC | -12.1 | i
Cc1cnn(C(=S)NCCc2ccccc2)c1 | -0.6 | i
Cc1cc(C)cc(NS(=O)(=O)c2ccc3[nH]cc(C(=O)NCc4ccco4)c(=O)c3c2)c1 | -0.2 | i
Nc1ccc(-c2cc(-c3ccc(N)cc3)nc(-c3ccccc3)n2)cc1 | -9.5 | i
CCOC(=O)N[C@H](Cc1c[nH]c2ccccc12)C(=O)NC1CC1 | -15.1 | i
C/C(=N\NC(=O)CCc1c[nH]c2ccccc12)c1cccc([N+](=O)[O-])c1 | -8.2 | i
CCOc1cc(CNc2ccc(S(N)(=O)=O)cc2)cc(Cl)c1OC | -1.0 | i
COc1ccc(CCN2C(=O)CC(N3CCOCC3)C2=O)cc1 (stereo not drawn) | -18.5 | i
CC1c2c([nH]c3ccccc23)CCC1C(=O)O (stereo not drawn) | 8.5 | i
COc1ccc(CNC(=O)COC(=O)C2CCN(S(=O)(=O)c3ccccc3C(F)(F)F)CC2)cc1 | -15.7 | i
CC1CCN(S(=O)(=O)c2ccc(C(=O)Nc3nnc(-c4ccccn4)o3)cc2)CC1 | -11.1 | i
Cc1ccc2oc(C(=O)Nc3ccc(S(=O)(=O)Nc4onc(C)c4C)cc3)cc(=O)c2c1 | -9.9 | i

Source: PubChem (several laboratories)
